Compound activity from PubChem.
HADH2 inhib – qHTS Assay for Inhibitors of HADH2 (Hydroxyacyl-Coenzyme A Dehydrogenase, Type II) | 3-hydroxyacyl-CoA dehydrogenase type-2 (Homo sapiens), Q99714 | recombinant HADH2, NADH fluorescence, beta-hydroxybutyryl-CoA | Potency, µM (titrated, usually from 57.1 µM), for inactives: at the top dose activity change, negative = inhibition, most hits filed as inhibitors | actives 3.4% (n = 73,000) | AID 886, 2007; further: potency means the concentration at half of the fitted maximal effect; on the % scale 0 is the no-effect control and ±100 the full control effect; nearly all actives have a fitted effect of over 60% in size; many of its hits are not listed in these tables
Target sequence (Q99714 whole entry, looked up, one chain of several): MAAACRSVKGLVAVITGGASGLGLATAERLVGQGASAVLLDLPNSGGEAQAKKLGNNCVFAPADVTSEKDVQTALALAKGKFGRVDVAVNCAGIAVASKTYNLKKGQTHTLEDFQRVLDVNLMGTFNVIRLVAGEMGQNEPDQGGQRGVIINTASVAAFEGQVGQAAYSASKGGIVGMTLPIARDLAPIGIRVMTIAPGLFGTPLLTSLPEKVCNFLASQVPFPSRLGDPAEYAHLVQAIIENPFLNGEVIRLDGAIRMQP
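NADH fluorescence (ex 360/em 450 nm) read every 30 s for 4 min; activity taken as last-minus-first time point difference. Enzyme 20 nM, NAD+ 1 mM, beta-hydroxybutyryl-CoA 90 uM, pH 9.0 Tris buffer.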
FLuc inh – qHTS Assay for Inhibitors of Firefly Luciferase | actives 2.2% (n = 72,000) | purified firefly luciferase, luminescence, 8 min | Luciferin 4-monooxygenase (Photinus pyralis), P08659 | Potency, µM (series often up to 57.1 µM), for inactives: top-dose activity change, negative = inhibition, actives largely listed as inhibitors; further: potency means the concentration at half of the fitted maximal effect; on the % scale 0 is the no-effect control and ±100 the full control effect; nearly all actives have a fitted effect of over 40% in size
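Substrate buffer containing 10 uM ATP (pH 7.2 imidazole, Mg2+, KCl, detergent, BSA) is dispensed, compound pinned in, then luciferase/luciferin detector mix added. After 8 min at ambient temperature, light output is measured.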
ALOX15 inhib – qHTS Assay for Inhibitors of 15-hLO (15-human lipoxygenase); Polyunsaturated fatty acid lipoxygenase ALOX15 (Homo sapiens), P16050; purified 15hLO-1, xylenol orange hydroperoxide absorbance; actives 1.4% (n = 74,000); Potency, µM (top dose mostly 57.1 µM), inactives show at the highest dose activity change, negative = inhibition, usual class: inhibitors; AID 887, 2007; further: potency means the concentration at half of the fitted maximal effect; on the % scale 0 is the no-effect control and ±100 the full control effect; nearly all actives have a fitted effect of over 55% in size
Target sequence (P16050 whole entry, looked up): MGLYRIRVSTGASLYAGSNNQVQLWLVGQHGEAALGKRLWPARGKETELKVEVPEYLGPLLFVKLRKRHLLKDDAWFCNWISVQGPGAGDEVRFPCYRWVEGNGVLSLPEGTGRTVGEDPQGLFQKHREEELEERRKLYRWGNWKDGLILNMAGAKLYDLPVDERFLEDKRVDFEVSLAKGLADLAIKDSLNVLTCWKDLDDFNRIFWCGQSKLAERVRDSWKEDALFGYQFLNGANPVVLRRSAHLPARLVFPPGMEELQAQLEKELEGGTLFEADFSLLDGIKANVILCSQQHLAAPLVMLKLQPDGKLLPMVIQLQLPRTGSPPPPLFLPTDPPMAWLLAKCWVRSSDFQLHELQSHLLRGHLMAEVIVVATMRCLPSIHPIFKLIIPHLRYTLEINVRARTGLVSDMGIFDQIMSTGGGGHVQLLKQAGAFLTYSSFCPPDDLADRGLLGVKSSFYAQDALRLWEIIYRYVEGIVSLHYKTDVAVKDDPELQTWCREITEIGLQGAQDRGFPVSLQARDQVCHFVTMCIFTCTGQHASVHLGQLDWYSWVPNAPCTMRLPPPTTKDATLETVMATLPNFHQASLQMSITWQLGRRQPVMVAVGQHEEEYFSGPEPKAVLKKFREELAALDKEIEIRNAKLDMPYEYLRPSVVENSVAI
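Readout: Fe(III)-xylenol orange absorbance, 573-to-405 nm ratio as reaction progress. Enzyme 40 nM purified human 15hLO-1, substrate 50 uM arachidonic acid, 6 min RT after 15 min compound preincubation; Hepes pH 7.5 buffer with Triton X-100.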
ERK AVP inh – qHTS Assay for Inhibitors of the ERK Signaling Pathway using a Homogeneous Screening Assay. HEK293-V1b, vasopressin-stimulated pERK AlphaScreen. actives 0.99% (n = 72,000). AID 995, 2007. Potency, µM (doses to about 57.5 µM), for inactives: at the top dose activity, negative = inhibition, actives largely listed as inhibitors; further: potency means the concentration at half of the fitted maximal effect; on the % scale 0 is the no-effect control and ±100 the full control effect; nearly all actives have a fitted effect of over 55% in size
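HEK293 cells stably expressing V1b receptor, seeded overnight in 1% FBS, were treated with compounds for 30 min at 37C, then stimulated 5 min with 25 nM vasopressin; phospho-ERK read by AlphaScreen SureFire after lysis.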
Pol III holo inh – qHTS Assay for Inhibitors of DNA Polymerase III Holoenzyme System; reconstituted DNA polymerase III holoenzyme replication, biochemical; Potency, µM (doses to about 57.1 µM), for the others: top-dose activity change, negative = inhibition; actives 0.25% (n = 71,000); further: potency means the concentration at half of the fitted maximal effect; on the % scale 0 is the no-effect control and ±100 the full control effect
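Reconstituted *E. coli* holoenzyme (0.35 nM Pol III, 1 nM beta, 154 nM SSB, 2 nM primase) was preincubated with compound for 15 min at RT. Synthesis on 1.4 nM ssM13Gori ran 35 min, then was stopped with PicoGreen/EDTA and read as dsDNA fluorescence.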
HBB splicing – qHTS Assay for Modulators of Hemoglobin Beta Chain Splicing; AID 925, 2007; HBB splicing reporter cell assay, activation; EGFP reporter with mutant IVS2-654 intron; response scale: normalised to 500 nM splice-correcting PNA; Potency, µM (titrated, usually from 46.1 µM), for inactives: top-dose activation, usual class: activators; actives 0.06% (n = 65,000); further: potency means the concentration at half of the fitted maximal effect; 0% is about no effect
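Compounds were applied for 2 days to HeLa EGFP-654 cells, 500/well in Optimem with 2% FCS. The reporter's EGFP is disrupted by mis-splicing of beta-globin intron IVS2-654. Readout: summed well GFP fluorescence from 488 nm laser scanning; reference was 500 nM antisense […] 654 PNA.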
CRE Fsk mod – Cell signaling CRE-BLA (Fsk stim). CHO CRE-bla reporter (cAMP response element driving beta-lactamase), forskolin EC10, beta-lactamase ratio. Potency, µM (doses to about 38.2 µM), inactives show top-dose activity change, negative = inhibition, usual class: activators. actives 2.5% (n = 71,000); active means well fitted activation curve with a large enough effect in the signal ratio, with a control signal flat, not every such curve was filed as active; inconclusive means small, poorly fitted or top-dose-only effect, or effect the other way, or a change in a side signal; the % refers to the signal ratio; further: potency means the concentration at half of the fitted maximal effect; % of control where 0% means no effect
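qHTS titration format; CRE-bla CHO reporter; stimulus EC10 NKH 477, a water-soluble forskolin. Read: CCF4 460/530 nm ratio. Potency expressed as AC50 for activators or inhibitors.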
Hsp90 Hop PPI – qHTS Assay for Disrupters of an Hsp90 Co-Chaperone Interaction; AlphaScreen TPR2A-His6 binding biotin-Hsp90 C-terminal peptide; Hsp90 C-terminal peptide / TPR2A (Hop) interaction, human; Potency, µM (titrated, usually from 57 µM), for inactives: at the top dose activity change, negative = inhibition; AID 595, 2007; actives 0.44% (n = 71,000); active means well fitted curve in either direction with a large enough effect; inconclusive means small, poorly fitted or top-dose-only effect, or another doubt; further: potency means the concentration at half of the fitted maximal effect; on the % scale 0 is the no-effect control and ±100 the full control effect; many of its hits are not listed in these tables
GFP derepression – qHTS Assay for Epigenetic Modulators; AID 597, 2007; Potency, µM (doses to about 46.1 µM), without a hit: top-dose GFP derepression (activation); mouse C127i GFP locus derepression, cytometry, 30 h; actives 0.09% (n = 68,000); further: % of control where 0% means no effect
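Locus derepression in mouse mammary C127i cells whose integrated CMV-GFP reporter is normally silent; GFP expression after 30 h compound treatment was quantified by counting fluorescent cells.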
Ub-GFP proteasome – Ubiquitin-GFP Assay; AID 526, 2006; 67,000 tested, under 10 active; Potency, µM (series often up to 45.9 µM), without a hit: at the highest dose activation (GFP accumulation), hits mostly activators; Ubiquitin-GFP reporter cells, proteasome inhibition, GFP fluorescence; response scale: untreated = 0%, 10 µM MG-132 = 100%; active means well fitted activation curve with a large enough effect, not every such curve was filed as active; inconclusive means small, poorly fitted or top-dose-only effect, or another doubt; inactive means no such curve, though single readings can be large or run the other way; further: potency means the concentration at half of the fitted maximal effect
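U2OS Ub(G76V)-GFP reporter; O/N plating, 0.5% FBS; cpd 46 uM–2.9 nM, 4 h, 37 °C; GFP+ cell count, 488/515 nm; norm. to basal vs 10 uM MG-132; CRC fit.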
Tau fil binding – qHTS Assay for Tau Filament Binding | Microtubule-associated protein tau (Homo sapiens), P10636 | recombinant tau filaments, thioflavin S fluorescence, 15 h; filaments grown with octadecylsulfate alongside compound | Potency, µM (top dose mostly 57.1 µM), for inactives: at the highest dose activity change, negative = inhibition | actives 2% (n = 71,000);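 further: potency means the concentration at half of the fitted maximal effect; on the % scale 0 is the no-effect control and ±100 the full control effect; actives lower thioflavin S fluorescence by blocking filaments or displacing dye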
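Tau 2 uM in ThS buffer dispensed; compound added; 60 uM ODS added (finals 1 uM tau, 30 uM ODS); 15 h 37 C; fluor ex450/em510.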
Starred values were filed as active, the others as inactive; ? = inconclusive; . = not tested or not shown; [ ] = another dose, or the depositor's remark. Unless noted, the call rests on the fitted dose curve; in most records, active means well fitted curve in the direction sought with a large enough effect; inconclusive means small, poorly fitted or top-dose-only effect, or another doubt; inactive means no such curve, though single readings can be large; an effect the other way counts as inactive or inconclusive. Some of the compounds tested. The share of hits here may be higher or lower than overall.

SMILES	ERK AVP inh	ALOX15 inhib	Ub-GFP proteasome	GFP derepression	Hsp90 Hop PPI	CRE Fsk mod	Tau fil binding	HADH2 inhib	FLuc inh	HBB splicing	Pol III holo inh
Cc1ccccc1-c1nc(CN2CCCC(C(=O)NCCCN3CCOCC3)C2)c(C)o1 (centres undefined)	-1%	-9%	8%	1%	2%	-2%	24%	-1%	1%	-1.3%	-1%
O=C(c1cccc(Cl)c1)N1CCN(C(=O)c2ccco2)CC1	-3%	4%	-6%	-2%	-2%	-5%	0%	5%	4%	-2.9%	5%
COc1ccc(OC)c(C(=O)c2coc3ccc(O)c(CN4CCOCC4)c23)c1	?	-19%	3%	1%	-3%	?	-5%	16%	-1%	-6.1%	-3%
O=S(=O)(NCc1ccccc1)c1ccc2c(c1)OCCO2	-6%	9%	5%	0%	-1%	0%	-8%	2%	-2%	0.2%[57.5 µM]	-1%
CCCCCn1c(CN2CCCCC2CC)nc2c1c(=O)n(C)c(=O)n2C (centres undefined)	.	-1%	12%	.	-3%	2%	71%	16%	-6%	-1.5%	5%
OC(COc1cccc(OCC(O)CN2CCCC2)c1)CN1CCCC1 (centres undefined)	1%	11%[11.4 µM]	-12%[9.17 µM]	3%	-10%[11 µM]	?	-1%[11.4 µM]	3%[11.4 µM]	0%	-2.4%[0.0738 µM]	2%[11.4 µM]
COCCn1nnnc1C(c1cc2cc(C)cc(C)c2[nH]c1=O)N1CCN(c2ccccc2F)CC1 (centres undefined)	-28%	?	0%	1%	-6%	?	4%	-23%	1%	-0.2%	-5%
Cn1c(=O)c2c(nc(NCc3ccco3)n2CC(O)COc2ccccc2)n(C)c1=O (centres undefined)	-7%	6%	3%	-3%	-3%	19%	-3%	-2%	-1%	-0.1%	-2%
CCC(=O)NCCC(c1ccco1)c1ccccc1OC (centres undefined)	-28%	-7%	1%	0%	-2%	14%	-2%	2%	-2%	-0.6%	-8%
O=C1NCCCc2c1oc1ccc(O)cc21	-22%	2%	1%	6%	0%	?	6%	-12%	-3%	1.5%	0%
CCOc1cc(C(=O)O)cc(Cl)c1OCC#N	-13%	?	-6%	-3%	-3%	-10%	0%	-1%	1%	0.5%	-4%
Cn1c(NC(=O)c2ccco2)cc(=O)n(C)c1=O	5%	7%	9%	0%	-4%	1%	-2%	-13%	-4%	-0.6%	-7%
COc1cc(C(C(=O)NC(C)(C)C)N(Cc2ccccc2)C(=O)c2cnccn2)cc(OC)c1OC (centres undefined)	-18%	11%	5%	-2%	-1%	-1%	-8%	2%	4%	.	-8%
COc1ccc(-c2csc(/C(C#N)=C(\O)CSc3nccn3C)n2)cc1OC	-28%	1%	0%	-3%	-18%	6.3µM*	-12%	?	-3%	0.1%	-12%
COc1nc(NC(C)(C)C)nc(Oc2ccc(=O)n(-c3ccccc3)n2)n1	1%	7%	1%	4%	-5%	?	-17%	-1%	3%	-0.2%[0.369 µM]	-4%
COc1ccc(-n2c(Cc3cccn3C)nnc2SCC(=O)Nc2cc(Cl)ccc2OC)cc1	1%	-28%	-3%	.	-5%[2.3 µM]	?	126%	-19%	1%	-0.4%	3%
C=CCn1c(-c2cccs2)nc2ccccc21	3%	0%	10%	-3%	0%	-1%	3%	32µM*	-5%	0.5%	-6%
CCn1c(SCC(=O)c2[nH]c(C)c(C(C)=O)c2C)nnc1-c1ccncc1	-8%	-2%	-1%	1%	?	?	-20%	?	0%	-1.5%	1%
COc1ccccc1C(=O)NCCNC(=O)c1ccco1	-4%	7%	1%	3%	-3%	3%	-2%	-5%	6%	4.6%	-2%
Cn1c(=O)c(C(=O)CN2CCOCC2)c(N)n(Cc2ccccc2)c1=O	12%	16%	15%	2%	-6%	?	-2%	9%	2%	3.1%	3%

Entries shown so far that have a tert-butyl group, in the order listed:
SMILES	ERK AVP inh	ALOX15 inhib	Ub-GFP proteasome	GFP derepression	Hsp90 Hop PPI	CRE Fsk mod	Tau fil binding	HADH2 inhib	FLuc inh	HBB splicing	Pol III holo inh
COc1cc(C(C(=O)NC(C)(C)C)N(Cc2ccccc2)C(=O)c2cnccn2)cc(OC)c1OC (centres undefined)	-18%	11%	5%	-2%	-1%	-1%	-8%	2%	4%	.	-8%
COc1nc(NC(C)(C)C)nc(Oc2ccc(=O)n(-c3ccccc3)n2)n1	1%	7%	1%	4%	-5%	?	-17%	-1%	3%	-0.2%[0.369 µM]	-4%

Next results follow.
SMILES	ERK AVP inh	ALOX15 inhib	Ub-GFP proteasome	GFP derepression	Hsp90 Hop PPI	CRE Fsk mod	Tau fil binding	HADH2 inhib	FLuc inh	HBB splicing	Pol III holo inh
O=C(c1ccc(Br)o1)N(Cc1ccccc1)c1ccccn1	?	5%	0%	-2%	6%	3%	-9%	-2%	0%	-0.6%[9.22 µM]	-1%
O=C(O)c1cccc(COc2ccccc2Cl)c1	-10%	4%	-4%	2%	-4%	-7%	5%	-2%	6.3µM*	2.2%	-2%
CCOC(=O)c1oc2ccccc2c1NC(=O)c1cccc(OC)c1	6%	-5%	5%	6%	?	3.2µM*	3%	?	2%	-1.9%	-3%
CCN1CCN(C(=O)c2ccc3c(=O)n(Cc4ccccc4OC)c(=S)[nH]c3c2)CC1	?	-4%	.	2%	-2%	0%	-2%	9%	1%	-0.2%[0.369 µM]	-1%
CC(C(=O)OCC(=O)Nc1ccc2c(c1)OCO2)N1C(=O)c2ccccc2C1=O (centres undefined)	-21%	10%	5%	3%	-4%	?	-12%	-3%	-1%	-3.1%	-5%
CCOC(=O)c1[nH]c2c(c1C)C(=O)CC(c1ccco1)C2 (centres undefined)	-27%	?	3%	-5%	0%	1µM*	4%	?	0%	-1.4%	-10%
CC(C)=C1C(=O)C(c2ccccc2)=C2CN3C(=O)N(CCc4ccccc4)C(=O)[C@]3(Cc3ccc(C(F)(F)F)cc3)[C@H]21	18%	.	.	.	-6%	-13%	-9%	2%	.	-0.7%	-24%
CCOC(=O)c1c(NC(C)=O)sc2c(O)c(CN3CCN(CC)CC3)ccc12	-10%	-4%	4%	0%	-6%	?	8%	4%	1%	4.0%	-8%
Fc1ccc(-c2ccc(-c3nn4c(-c5ccco5)nnc4s3)o2)cc1	?	-16%	2%	-1%	-6%	28%	17%	-24%	-5%	0.9%	-5%
Cc1ccc(NC(=O)CCNS(=O)(=O)c2cccc3nonc23)cc1	11%	-1%	8%	4%	-2%	-3%	-3%	-8%	2%	0.1%	2%
COc1ccc(C(C)=O)cc1CSc1nc2ccccc2o1	15%	?	3%	-3%	12%	?	-9%	?	0%	-1.5%	0%
CCCn1nnnc1NC(=O)CSc1ccc(Cl)cc1	-9%	17%	2%	0%	-6%	-3%	-7%	-9%	1%	-0.5%	-1%
C[C@@H]1Nc2ccc(Cl)cc2S(=O)(=O)N1	-19%	-8%[25.6 µM]	0%	-1%	-8%	-6%	-3%	-11%	1%	.	-4%
COC(=O)CCCc1nc2ccccc2s1	-6%	4%	2%	0%	-1%	-1%	-10%	-2%	-3%	-2.8%[0.369 µM]	-4%
CC(C)N(C(=O)Cn1c(SCC(=O)N2CCN(c3ccccc3)CC2)nc2ccccc21)C(C)C	-5%	0%	4%	0%	0%	-5%	0%	7%	1%	-0.2%[57.5 µM]	-3%
N#C/C(=C(/O)COC(=O)CCc1ccc(S(=O)(=O)N2CCOCC2)cc1)c1nc2ccccc2[nH]1	-21%	-26%	-7%	0%	-11%	-12%	22%	-15%	-1%	6.2%[57.5 µM]	-13%
